# Screening results (PubChem)
# N370S GC mod: qHTS Assay for Inhibitors and Activators of N370S glucocerebrosidase as a Potential Chaperone Treatment of Gaucher Disease; N370S GC spleen homogenate, 4MU-glucoside fluorescence; Potency, µM (doses to about 59.4 µM), without a hit: at the top dose activity change, negative = inhibition, actives largely listed as inhibitors; 330,000 tested, 0.092% active; AID 2101, 2009;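 further: 0% = full enzyme activity and -100% = no enzyme basal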
# TDP1 inh: qHTS Assay for Inhibitors of Tyrosyl-DNA Phosphodiesterase (TDP1). Tyrosyl-DNA phosphodiesterase 1 (Homo sapiens), Q9NUW8. recombinant TDP1, AlphaScreen DNA substrate cleavage. Potency, µM (top dose mostly 130 µM), inactives show at the highest dose activity change, negative = inhibition, most hits filed as inhibitors. 350,000 tested, 0.28% active; further: nearly all actives have a fitted effect of over 40% in size
# Target sequence (Q9NUW8 whole entry, looked up): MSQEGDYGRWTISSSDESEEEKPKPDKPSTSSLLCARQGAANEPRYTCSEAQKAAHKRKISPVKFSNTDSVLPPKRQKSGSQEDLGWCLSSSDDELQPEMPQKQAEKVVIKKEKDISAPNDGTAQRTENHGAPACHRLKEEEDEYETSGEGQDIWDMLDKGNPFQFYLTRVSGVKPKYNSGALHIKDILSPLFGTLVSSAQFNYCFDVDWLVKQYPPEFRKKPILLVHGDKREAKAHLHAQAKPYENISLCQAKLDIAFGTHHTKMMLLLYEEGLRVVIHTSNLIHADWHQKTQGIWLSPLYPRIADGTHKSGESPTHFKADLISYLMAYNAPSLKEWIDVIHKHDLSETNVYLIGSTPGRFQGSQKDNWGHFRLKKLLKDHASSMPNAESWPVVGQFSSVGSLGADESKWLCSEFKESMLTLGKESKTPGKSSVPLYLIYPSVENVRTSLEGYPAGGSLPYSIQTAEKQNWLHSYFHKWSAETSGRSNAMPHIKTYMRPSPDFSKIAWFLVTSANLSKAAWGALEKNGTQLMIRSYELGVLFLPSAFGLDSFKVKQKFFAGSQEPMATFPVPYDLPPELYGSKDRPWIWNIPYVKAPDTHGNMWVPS
#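 Tdp1 1 nM final; 15 min RT w/ cpd; substrate 15 nM, 5 min; beads 10 ug/ml, 10 min; AlphaScreen read. Neg ctrl: no enzyme.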
# TDP1 cell noCPT: qHTS for Inhibitors of human tyrosyl-DNA phosphodiesterase 1 (TDP1): qHTS in cells in absence of CPT; Potency, µM (top dose mostly 46.2 µM), for the others: at the highest dose activity change, negative = growth inhibition, hits mostly inhibitors; AID 686978, 2013; 420,000 tested, 15% active; DT40 Tdp1-/- hTDP1 cells, no CPT, ATP luminescence, 48 h; further: nearly all actives have a fitted effect of over 55% in size
#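 Cells were dispensed at 400 per well, compounds added by pin tool, plates incubated ≥48 hr at 37 °C, then CellTiter-Glo added for 30 min at room temperature before luminescence reading. Line: DT40 Tdp1-/- complemented with hTDP1; camptothecin omitted.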
# * = called active by the depositor; ? = inconclusive; . = no result given; & = joins results of further samples; [ ] = another dose, or the depositor's remark. The call rests on the fitted dose curve; in most records, active means well fitted curve in the direction sought with a large enough effect; inconclusive means small, poorly fitted or top-dose-only effect, or another doubt; inactive means no such curve, though single readings can be large; an effect the other way counts as inactive or inconclusive. Unless noted, on the % scale 0 is the no-effect control and ±100 the full control effect; potency means the concentration at half of the fitted maximal effect.
SMILES,N370S GC mod,TDP1 inh,TDP1 cell noCPT
O=C(CN1C(=O)C(=O)c2ccccc21)c1ccc(Cl)cc1,3%,5%,3.3µM*
CCOC(=O)C1=C(O)/C(=C\c2ccc(CNC(=O)C(=O)Nc3ccc(C)c(C)c3)o2)N=C1C,2%,0%,.
CC(Oc1ccc(Br)cc1Br)C(=O)NC1CCCC1 (stereo not drawn),6%,8%,.
COc1ccc(S(=O)(=O)N2CCC(N3CCN(c4ccccc4OC)CC3)CC2)cc1,-3%,-12%,5%
O=S(=O)(Nc1ccc(F)cc1)c1cccc2nsnc12,-9%,5%,-4%
CCc1ccccc1Nc1cc(C(=O)NCc2ccccn2)c2ccccc2n1,-9%,4%,?
O=C(CNC(=O)c1ccc2c(=O)n3c(nc2c1)CCC3)Nc1ccc(F)c(F)c1,-15%,.,-8%
O=C(Nc1nc(-c2ccccc2)cs1)C1CCCCN1S(=O)(=O)c1ccc(Cl)cc1 (stereo not drawn),2%,4%,?
COCC1CCCCN1C(=O)CCCn1nnnc1CN1CCC(C)CC1 (stereo not drawn),5%,4%[56.1 µM],-7%
Cc1ccc(N(CCC(=O)O)S(=O)(=O)c2ccccc2)cc1,8%,-2%,-8%
O=C(CN1CCCCCC1)N1c2ccccc2Sc2ccc(C(F)(F)F)cc21,-5%,0%,?
COCC(=O)N1CCC2(CCCN(Cc3ccccc3OC)C2)CC1,10%,.,4%
Cc1cc(Cl)ccc1NC(=S)NCc1ccccc1Cl,14%,0%,26µM*
CC1=C(C(=O)OC(C)C)C(c2cccnc2)C2=C(CCCC2=O)N1 (stereo not drawn),23%,-4%,-11%
Cc1cc(Cl)ccc1OCC(=O)NCCOC(=O)Nc1sc(=S)n(C)c1C,-14%,5%,?
Cc1cc(S(=O)(=O)Nc2c(C)ccc3nsnc23)ccc1F,8%,6%,-11%
Cc1oc(C)c2c(=O)cc(-c3ccc4c(c3)OCO4)cc(OC(=O)c3ccccc3Br)c12,.,6%,?
C/C(=N\NC(=O)c1ccc2c(c1)OCO2)c1ccco1,-14%,-2%,-25%
COCCNCc1ccccc1[N+](=O)[O-],-5%,-3%,8%
COc1ccc(-n2c(=O)c(-c3cccs3)nc3cnc(Oc4ccccc4)nc32)cc1,4%,.,-16%
CC(C)Cn1cc(NC(=O)NCc2cccc(Cl)c2)c2ccccc2c1=O,.,0%,?
CC(C)(C)c1ccc(OC(=O)c2ccc3snnc3c2)cc1,-2%,0%,?
Cc1cccc(/C=C(\C#N)c2nc3ccccc3c(=O)[nH]2)c1,.,2%[2.28 µM],?
O=C(COC(=O)c1ccccc1[N+](=O)[O-])c1ccc2c(c1)OCO2,-2%,1%,-5%
CCc1noc(C)c1C(=O)Nc1nnc(C(CC)CC)s1,.,0%,4%
CCCCC#Cc1cncc(C(=O)N/N=C/c2cccc(OC)c2)c1,?,8%,-21%
Cc1cccc(NC(=S)N2CCN(S(=O)(=O)c3ccccc3)CC2)c1,-1%,4%,-5%
Nc1ccccc1C(=O)N1CCc2ccccc21,-9%,0%,8%
Cc1ccc(Cn2c(N/N=C/c3ccncc3)nc3c2c(=O)n(C)c(=O)n3C)cc1,-11%,7%,18µM*
Cc1onc(-c2ccccc2)c1C(=O)NNC(=S)NC(=O)c1ccc(Cl)cc1Cl,-1%,8%,?
CCCCn1c(N)c(N(CCC(C)C)C(=O)C2CC(=O)N(c3cccc(SC)c3)C2)c(=O)[nH]c1=O (stereo not drawn),-21%,.,5%
O=C(NCc1nnc(SCC(=O)N2CCOCC2)o1)c1cccs1,2%,5%,5%
CCCCC(=O)Nc1ccc(NC(=S)NC(=O)c2ccco2)cc1OC,4%,4%,-3%
CCCc1ccc(Oc2c(-c3ccc(O)c(C)c3O)n[nH]c2C)cc1,-19%,6%,?
CCCOc1ccc(OCCN2CCCC(C)C2)cc1 (stereo not drawn),23%,1%,-13%
COc1ccc2[nH]c(C(=O)O)c(NS(=O)(=O)c3ccc(C)cc3C)c2c1,11%,7%,3%
COc1ccccc1Nc1ncnc2scc(-c3ccc(F)cc3)c12,.,-4%,?
CCOC(=O)C1CCCN(C(=O)c2ccc3c(c2)N(Cc2ccccc2F)C(=O)c2ccccc2S3=O)C1 (stereo not drawn),.,1%,16µM*
COC1C(C)=C(C)C(=O)N1Cc1ccccc1 (stereo not drawn),-3%,2%,?
CCCn1c(Nc2ccccc2C)nc2ccccc21,-3%,5%,-15%
COc1ccc(CC(=O)OCc2nnc(C3COc4ccccc4O3)o2)cc1OC (stereo not drawn),11%,-1%[56.1 µM],-23%
O=C(NCc1ccncc1)C1CCCCC1,3%,0%,-27%
Cc1ccccc1N1C(=O)CN(Cc2sccc2C)C1=S,3%,1%,-20%
Cc1ccc(S(=O)(=O)N2CCCN(c3nccc(C(F)(F)F)n3)CC2)cc1,-9%,0%,-10%
CCCCNC(=O)N1CCC(CCC(=O)N(C)Cc2ccccc2)CC1,-5%,.,?
Cc1oc(-c2ccccc2)nc1C(=O)OCC(=O)NC(C)c1ccccc1 (stereo not drawn),.,-2%,-14%
Cc1c(-c2cccc(NC(=O)Nc3ccccc3)c2)nc2ncccn12,.,0%,?
O=C(/C=C/c1ccc(Cl)c(C(F)(F)F)c1)N1CCN(c2ccccn2)CC1,-4%,6%,-20%
COC(=O)c1ccccc1NC(=O)Nc1c(C)n(C)n(-c2ccccc2)c1=O,1%,1%,24%
O=C(CN1CCN(Cc2ccccc2)CC1)Nc1ccc(Cl)cc1,-12%,.,-14%
COc1ccc(N(C(=O)c2ccncc2)S(=O)(=O)c2cccc([N+](=O)[O-])c2)cc1,-11%,6%,-12%
O=C(COc1ccc2ccccc2c1)N1CCN(C(=O)c2cccnc2)CC1,3%,6%,-17%
CCOC(=O)C1=C(C)Nc2ccc(C)cc2S1,-4%,5%,?
Cc1cc(NC(=O)CCCSc2nc(-c3ccco3)cc(C(F)(F)F)n2)n(-c2ccccc2)n1,9%,5%,21µM*
O=C(NC(=S)NCCCN1CCOCC1)c1ccc(Br)cc1,-6%,2%,-4%
Nc1nc(CN2CCN(Cc3ccc4c(c3)OCO4)CC2)nc(Nc2ccccc2)n1,-16%,8%,?
N#CN=C1CCCCCN1CC(N)=O,5%,0%,-5%
C=CCn1c(SCC(=O)N2CCN(C(=O)c3ccco3)CC2)nc2sc(CC)cc2c1=O,-7%[2.35 µM],7%,?
COc1ccc(OC)c(S(=O)(=O)Nc2cccc(-c3ccc(N4CCCCCC4)nn3)c2)c1,-1%,6%&2%,?
Cc1cccc(OCC(=O)NNC(=O)CCc2ccccc2)c1,-9%,0%,5%

# 4 of these compounds in another layout:
mol	N370S GC mod	TDP1 inh	TDP1 cell noCPT
Cc1cc(NC(=O)CCCSc2nc(-c3ccco3)cc(C(F)(F)F)n2)n(-c2ccccc2)n1	9%	5%	21µM*
COc1ccc(OC)c(S(=O)(=O)Nc2cccc(-c3ccc(N4CCCCCC4)nn3)c2)c1	-1%	6%&2%	?
Nc1nc(CN2CCN(Cc3ccc4c(c3)OCO4)CC2)nc(Nc2ccccc2)n1	-16%	8%	?
O=C(COc1ccc2ccccc2c1)N1CCN(C(=O)c2cccnc2)CC1	3%	6%	-17%

# Looked up above:
# `COc1ccc(OC)c(S(=O)(=O)Nc2cccc(-c3ccc(N4CCCCCC4)nn3)c2)c1` in N370S GC mod → -1%
# `O=C(Nc1nc(-c2ccccc2)cs1)C1CCCCN1S(=O)(=O)c1ccc(Cl)cc1` (stereo not drawn) in N370S GC mod → 2%

# New compounds follow:
SMILES,N370S GC mod,TDP1 inh,TDP1 cell noCPT
Cc1c(C(=O)NC2CCN(Cc3ccccc3)C2)oc2c(Cl)cccc12 (stereo not drawn),-27%,8%,-22%
O=S(=O)(NCCC1=CCCCC1)c1cccc(S(=O)(=O)N2CCOCC2)c1,-9%,-3%,5.8µM*
COc1ccc(CNC(=O)C2CSCCS2)cc1 (stereo not drawn),4%,-1%,9%
Cc1oc2c(c1C(=O)c1ccccc1)C(=O)C(=O)c1ccccc1-2,-10%,10%,1.8µM*
Cc1c(NC(=O)c2cc(-c3ccc(O)cc3)on2)c(=O)n(-c2ccccc2)n1C,-6%,2%,?
O=C(CSc1nnc(-c2ccc(Cl)cc2)c(-c2ccc(Cl)cc2)n1)NC1CCCC1,.,1%,?
O=C(Nc1ccccc1-c1nnc(SCc2ccccc2Cl)o1)c1ccccc1,17%,-3%,?
CC(C)CNC(=O)c1cc(-c2ccco2)on1,5%,0%,18µM*
CS(=O)(=O)N1CCN(c2ccc(NC(=O)C(c3ccccc3)c3ccccc3)cc2)CC1,-5%,2%,?
O=C1C(=O)c2ccccc2C([O-])=C1[n+]1ccccc1,-3%,-2%,11%
Cc1cc(C)cc(NS(=O)(=O)c2ccc3[nH]c(=O)[nH]c3c2)c1,2%,7%,?
CN(Cc1cccnc1)C(=O)c1ccc(Cl)c(NS(=O)(=O)c2ccc(F)cc2)c1,-11%,0%,-14%
COc1ccccc1/C=N\NC(=O)c1c(C)nc2ccc(Cl)cn12,1%,.,-22%
COc1ccc(C2/C=C\CN(C(=O)c3ccccc3)C(C)C(=O)N2Cc2ccc(F)cc2)cc1 (stereo not drawn),0%,8%,.
Cc1ccc(-n2c(=O)c3sccc3n(CC(=O)NC3CCCCC3)c2=O)cc1,-3%,7%,1%
Cc1oc(C(C)(C)C)cc1-c1cc(NC(=O)c2ccc([N+](=O)[O-])cc2)n[nH]1,2%,3%,?
O=C1N[C@@H](Cc2c[nH]c3ccccc23)COC(=O)[C@H](Cc2ccc(F)cc2)C/C=C\C[C@H]1CC(=O)N(CCO)Cc1ccccc1,.,2%,16µM*
Cc1cc(C)c2nc3s/c(=C/c4ccccc4)c(=O)n3c2c1,14%,2%,.
COc1ccc(S(=O)(=O)c2c(O)c3ccc(C(=O)NCc4ccccc4)cc3[nH]c2=O)cc1,.,-3%,-5%
O=c1[nH]cnc2c1C1(CCCC1)Cc1ccccc1-2,-17%,3%,-2%
CCOc1ccccc1N1CCN(CC(=O)NC(=O)NCc2ccco2)CC1,-2%,-1%,-9%
CCOc1ccc(NC(=O)c2ccc(N3CC4CC(C3)c3cccc(=O)n3C4)c(N)c2)cc1 (stereo not drawn),-4%,2%,-21%
COC1(OC)N=C(N)C2(C#N)C(c3ccc(C)cc3)C12C#N (stereo not drawn),6%,-6%,-22%
CC(C)c1cc(C(=O)N2CCCC(Nc3ccc(F)cc3)C2)n[nH]1 (stereo not drawn),-11%,4%,?

# Pulled by compound from the list above (three):
SMILES,N370S GC mod,TDP1 inh,TDP1 cell noCPT
Cc1oc(C(C)(C)C)cc1-c1cc(NC(=O)c2ccc([N+](=O)[O-])cc2)n[nH]1,2%,3%,?
O=C1N[C@@H](Cc2c[nH]c3ccccc23)COC(=O)[C@H](Cc2ccc(F)cc2)C/C=C\C[C@H]1CC(=O)N(CCO)Cc1ccccc1,.,2%,16µM*
CCOc1ccccc1N1CCN(CC(=O)NC(=O)NCc2ccco2)CC1,-2%,-1%,-9%

# New compounds follow.
SMILES,N370S GC mod,TDP1 inh,TDP1 cell noCPT
Cc1c(Cl)cccc1N=C(N)N=C(N)N,-5%,6%,23µM*
N#Cc1ccc(C(=O)NCC(c2ccco2)N2CCCCC2)cc1 (stereo not drawn),.,-2%,5%
Cc1ccc(N2C(=O)c3ccccc3NC2c2ccccc2O)cc1 (stereo not drawn),?,.,?
CC(Oc1ccc2ccc(=O)oc2c1)C(=O)NCC1CCC(C(=O)O)CC1 (stereo not drawn),-1%,.,0%
CCCCn1c(=N)c(S(=O)(=O)c2ccc(C)cc2)cc2c(=O)n3cc(C)ccc3nc21,.,9%,1%
CCCCC(C(=O)NC(C)(C)C)N(Cc1ccccc1Cl)C(=O)c1snc(C(N)=O)c1N (stereo not drawn),?,.,?
Cc1ccc(C)c(N2CCN(CCCNC(=O)c3nnc(Cc4ccc(F)cc4Cl)o3)CC2)c1,.,8%,4.6µM*
CCOc1cc(C(=O)Nc2ccc3c(c2)n(C)c(=O)c(=O)n3C)cc(OCC)c1OCC,.,-4%[12.3 µM],?
C=CCc1cc(Cl)ccc1OC(=O)Nc1cccc(Cl)c1,-5%,10%,?
CCN(CC(=O)Nc1ccccc1C(F)(F)F)C(=O)Cn1c(=O)cnc2ccccc21,-7%,0%,-9%
Cc1cc(C)cc(NC(=O)c2cccc(N3C(=O)C4C5C=CC(C5)C4C3=O)c2)c1 (stereo not drawn),-14%,2%,4%
CC(=O)Nc1ccc(NC(=O)/C=C/c2cccc(C(F)(F)F)c2)cc1,3%,5%,?
O=S(=O)(NC1=NCCC1)c1cccc(NC(=S)NCCc2ccccc2)c1,7%,-5%,?
CSc1ncc(C(=O)Nc2ccccc2C(=O)c2ccccc2)c(C)n1,.,9%,-16%
Cc1c(NC(=O)COC(=O)/C=C/c2ccccc2Br)c(=O)n(-c2ccccc2)n1C,.,0%,7%

# A portion of the library (hit frequency here may not be typical).
